OX1R antag-1 = OX1R (HCRTR1) antagonists, primary screen, fluorescence, CHO/OX1R cells, Fluo-8 calcium, orexin A; Orexin/Hypocretin receptor type 1 (Homo sapiens), O43613; Fluo-8 calcium fluorescence; inhibition, % at 5 µM; actives 0.43% (n = 330,000); AID 434989, 2010;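 active = inhibition above its plate's threshold, mean inhibition of all tested compounds on the plate plus 3 SD, cut at about 37% in these data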;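 also: 0% = orexin A challenge wells and 100% = SB-334867-A antagonist wells; not every result past the cut was called active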
Target sequence (O43613 whole entry, looked up): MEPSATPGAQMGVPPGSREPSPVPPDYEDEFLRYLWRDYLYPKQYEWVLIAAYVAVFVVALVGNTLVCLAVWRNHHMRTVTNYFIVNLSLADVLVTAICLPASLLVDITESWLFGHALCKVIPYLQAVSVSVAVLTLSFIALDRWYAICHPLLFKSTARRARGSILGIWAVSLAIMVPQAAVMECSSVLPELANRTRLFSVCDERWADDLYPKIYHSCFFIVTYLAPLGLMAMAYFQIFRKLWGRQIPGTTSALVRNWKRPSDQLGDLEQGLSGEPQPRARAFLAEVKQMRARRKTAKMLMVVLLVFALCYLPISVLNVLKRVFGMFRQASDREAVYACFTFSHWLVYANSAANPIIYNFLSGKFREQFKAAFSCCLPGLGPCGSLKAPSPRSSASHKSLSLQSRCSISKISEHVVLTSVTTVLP
OX1R antag-2 = antagonists of human orexin 1 receptor (OX1R) | actives 1.8% (n = 330,000) | OX1R-expressing cells, FRET antagonist read-out | Orexin/Hypocretin receptor type 1 (Homo sapiens), O43613 | AID 485270, 2010 | inhibition, % at 6.6 µM; in the data active = inhibition mostly above about 38%, no sharp cut-off; inactive = mostly below about 40%;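 also: 0% = agonist challenge alone and 100% = reference antagonist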
* = called active by the depositor; + = active, no number. Outcome played no part in choosing rows; 2.1% or so of the library scored in one or more.

OX1R antag-1	OX1R antag-2	Molecule
-15	8	O=C(NNC(=O)c1cccnc1SCc1cccc([N+](=O)[O-])c1)c1ccc(F)cc1
-25	-1	O=c1[nH]c(=O)n([C@H]2C[C@H](O)[C@@H](CO)O2)cc1Br
-14	4	COc1cc(C(=O)OC(C)c2ccc(F)cc2)ccc1OCC(=O)N1CCOCC1 (centres undefined)
-13	6	CCCCNC(=O)CS(=O)Cc1nc(-c2cccs2)oc1C (centres undefined)
3	5	COc1ccc(N(CC(=O)NCC2CCCO2)C(=O)CCC(=O)Nc2cc(C)on2)cc1OC (centres undefined)
-41	16	Cc1ccc(Nc2nnc(-c3ccncc3)s2)c(Br)c1
-20	23	O=C(N1CCN(c2ccccc2F)CC1)C12CC3CC(CC(C3)C1)C2
-34	16	CCC(=O)c1cn(CC(=O)Nc2cc(C)ccc2C)c2ccccc12
-38	19	CCn1ncc(CN2CCN(Cc3ccc(OC)c(C)c3C)C(CCO)C2)c1C (centres undefined)
-35	-5	Cc1ccnc(OC(C(=O)O)C(OCCc2ccccc2)(c2ccccc2)c2ccccc2)n1 (centres undefined)
-3	16	COc1ccc2oc(=O)c(C(=O)N3c4ccccc4CC3C)cc2c1 (centres undefined)
-16	24	CC1CN(Cc2ccccc2)c2nc3c(c(=O)n(CC(N)=O)c(=O)n3C)n2C1 (centres undefined)
-20	26	O=C(CN1C(=O)CCC1=O)NNc1ccc2ccccc2c1
-16	6	CCN1CCN(Cc2cccc(Oc3ccccc3)c2)CC1
-13	23	CC(C)Nc1nc(NC(N)=S)nc(NC(C)(C)C)n1
-3	19	COc1ccc(N2C(=O)CC(C)(C)CC2=O)cc1OC
-7	7	COc1ccc(S(=O)(=O)N(C)C)cc1NC(=O)CN1CCN(C(=O)C2CC2)CC1
-13	18	COc1cccc(NC(=O)CN(C)C(=O)COc2cc(C)ccc2Cl)c1
-13	5	C[C@@H](NC(=O)c1nc[nH]c1C(=O)N1CCc2ccccc2C1)c1ccccc1
29	4	Cc1cc(C(=O)COc2ccc(Br)cc2F)c(C)n1C1CC1
-11	38	CC(C)Nc1ccc(Nc2ccnc3cc4ccccc4cc23)cc1
-17	9	Cc1ccc(C(=O)/C=C/Nc2cccc(O)c2)cc1
-18	28	CCN(CC(=O)Nc1ccccc1OC)CC(=O)Nc1sccc1C#N
-21	6	Cc1ccc(CNCC(=O)Nc2ccc(C)cc2Br)cc1
-20	-2	COc1ccc(C(=O)N2CCCc3ccccc32)cc1Br
-8	51	COc1ccccc1Nc1nc(N)nc(CSC(=S)N2CC(C)CC(C)C2)n1 (centres undefined)
-22	8	Cn1c(CCNC(=O)c2ccco2)nc2cc(NS(=O)(=O)c3ccc(Cl)cc3)ccc21
-19	44	Cc1ccc(NC(=O)/C(Cl)=C/c2ccccc2)cc1C
-17	9	CC(C)COc1ccc(-c2cc(C(=O)NN)[nH]n2)cc1
-22	18	CSc1nc(-c2ccco2)cc(-c2ccccc2)c1C#N
2	+	O=C1C(Cl)=C(NCCCO)C(=O)c2ccccc21
81*	86*	Cc1ccc([C@@H]2CC=C(C(=O)O)[C@H](c3cccc(Cl)c3)N2S(=O)(=O)c2ccccc2C)cc1
31	4	COc1ccc(NC(=O)C(=O)Nc2cccc3cccnc23)c(OC)c1
-9	18	CN(/N=C/c1cccnc1)c1cnn(-c2ccc(F)c(Cl)c2)c(=O)c1Cl
-13	17	CC(=O)NCCC(=O)Nc1nc2ccc(Oc3ccccc3)cc2s1
9	18	Cc1nc(N)sc1C(=O)OCC(C)C
-4	12	Cc1ccc(SCC(=O)N(C)C2CCS(=O)(=O)C2)cc1 (centres undefined)
6	68*	O=C(Nc1nccs1)[C@@H]1CC=C[C@@H]2CCN(Cc3ccccc3)C(=O)[C@@H]21
-18	17	Cc1ccc(C)n1-c1ccc(-c2nnc3n2CCCCC3)s1
-12	-2	CC(C)(C)c1nc2c(Br)cc(Br)cc2c(=O)o1

Retrieved one by one from the entries so far (2):
OX1R antag-1	OX1R antag-2	Molecule
-15	8	O=C(NNC(=O)c1cccnc1SCc1cccc([N+](=O)[O-])c1)c1ccc(F)cc1
-17	9	Cc1ccc(C(=O)/C=C/Nc2cccc(O)c2)cc1

(further entries)
OX1R antag-1	OX1R antag-2	Molecule
-26	12	O=C(Nc1ccc2c(c1)C(=O)N(CC1CCCO1)C2=O)c1ccc(Cl)c(Cl)c1 (centres undefined)
-15	18	CCO[C@H]1OC(C(=O)NCc2ccccc2)=C[C@@H](c2cn(C(C)=O)c3ccccc23)[C@@H]1CCCO
2	77*	O=C1NC(=O)/C(=C\c2ccc(Oc3ccc([N+](=O)[O-])cn3)cc2)S1
-16	13	CCCC(=O)Nc1cc(C(=O)O)ccc1Sc1ccccc1
4	10	O=C(C1CCCN(Cc2ccncc2)C1)N1CCc2ccccc2C1 (centres undefined)
-3	83*	O=C(O)/C=C/C(=O)Nc1ccc2c(c1)C(=O)c1ccccc1C2=O
-17	18	O=C(CCC(=O)c1ccc(Cl)cc1)NCc1ccccc1
-10	10	O=C(CN(Cc1ccccc1F)C(=O)Cn1nnc(-c2cccs2)n1)NCC1CCCO1 (centres undefined)
-4	27	O=C(Nc1nnc(COc2ccc(F)cc2)s1)c1cccs1
-17	5	CCOc1ccc(N(Cc2cc3cc(OC)ccc3[nH]c2=O)S(C)(=O)=O)cc1
-4	11	O=C(Cc1ccccc1)Nc1cccc([N+](=O)[O-])c1
7	0	COc1cc2c(cc1OC)C(C)N(C(C)=O)CC2 (centres undefined)
5	3	Cc1cccc(NS(=O)(=O)c2ccc(C(=O)NCC(c3ccco3)N(C)C)cc2)c1C (centres undefined)
-8	5	CCN(CC(=O)Nc1ccccc1C(F)(F)F)C(=O)CN1C(=O)NC2(CCCC2)C1=O
-14	14	O=C(CCCN1C(=O)c2ccccc2C1=O)N1CCCCC1
-6	46	Nc1[nH]n(-c2ccccc2)c(=O)c1N=Nc1ccc2c(c1)OCCO2
-9	10	CCOc1nc(-c2ccccc2)ccc1-c1noc(-c2cccs2)n1
5	10	Cc1c(NC(=O)C(C)N2CC(C)OC(C)C2)c(=O)n(-c2ccccc2)n1C (centres undefined)
3	0	O=C(CCNC(=O)c1ccc(Br)cc1)NNC(=O)c1ccccc1
-4	-1	COc1ccc(NC(=O)CSc2nnc(C)n2C2CC2)cc1S(=O)(=O)N1CCOCC1
-1	21	COc1ccc(NS(=O)(=O)c2ccc(N/N=C/c3ccc(N4CCOCC4)cc3)c([N+](=O)[O-])c2)cc1
-12	7	COc1ccccc1C(=O)OCc1cc(=O)n2ccsc2n1
-20	14	CCN1C(=O)N[C@@H](c2ccc(Br)cc2)C(C(=O)OC)=C1C
-28	0	COc1cc(NS(=O)(=O)c2cc3c(cc2C)NC(=O)CO3)cc(OC)c1
1	16	CCC(=O)Nc1cc2c(cc1C(C)=O)OCCO2
-31	20	O=C(NCc1ccc(Cl)cc1)c1cccc(NC(=O)c2ccccc2)c1
0	6	CCc1cccc(C)c1NC(=O)CSc1nc2ccncc2[nH]1
-28	10	O=C(Nc1cc(Cl)cc(Cl)c1)N1CCCN(Cc2ccccc2)CC1
-13	8	Cc1cccc(-c2cc3nc4c(c(N5CCC6(CC5)OCCO6)n3n2)CCCC4)c1
3	57*	CCOc1ccc(OCC(=O)OCC(=O)NNC(=O)c2ccc([N+](=O)[O-])cc2)cc1
6	8	O=C(Nc1nnc(-c2ccc(F)cc2)s1)Nc1ccccc1F
-14	3	O=C(CSCCc1ccccn1)Nc1cccnc1Cl
-20	-12	COc1ccc(CCNC(=O)C2CCN(C(=O)c3ccc(F)cc3)CC2)cc1OC
-10	-2	Cc1cc(=O)[nH]c(SCC(=O)Nc2c(C)n(C)n(-c3ccccc3)c2=O)c1C#N
-9	11	CCOC(=O)C1CCN(CC(C)(C)NS(=O)(=O)c2ccccc2)CC1
9	51	CC(=O)N1CCN(c2ccc(Oc3ccc([N+](=O)[O-])c(C(F)(F)F)c3)cc2)CC1
2	4	CN(C)c1ccc(/C=N/NC(=O)c2ccc3c(c2)OCCO3)cc1
-24	3	CC(=O)N/N=C(/C)c1ccc(NC(=O)c2csc(C)c2C)cc1
-8	62	O=C(COc1ccccc1)Nc1cccc(-c2nnc(-c3ccccc3)o2)c1
16	14	C=CCNc1oc(-c2ccc(-c3ccccc3)cc2)nc1C#N
-9	-1	COC(=O)c1ccc(C(=O)OC)c(NC(=O)CSCC(=O)O)c1
-18	15	CC(C)C1N(S(=O)(=O)c2ccccc2)CCN1S(=O)(=O)c1ccccc1
-10	29	Cc1cccc(Nc2nnc(SCC(=O)NCc3cccs3)s2)c1
-10	1	O=C(CNC(=O)c1ccco1)N/N=C/c1cccs1
-5	5	O=C(O)c1ccccc1Nc1ccnc(Cl)n1
-7	5	Cc1ccc(/C=N\Nc2cn[nH]c(=O)c2Cl)cc1
-5	1	O=C1NC(Cc2ccc(O)cc2)c2nc3ccccc3c(=O)n2-c2cc(Cl)ccc21 (centres undefined)
-13	0	COc1ccccc1CNC(=O)CCc1cn(C)c2ccccc12

Records above printed as active in OX1R antag-1.
OX1R antag-1	OX1R antag-2	Molecule
81*	86*	Cc1ccc([C@@H]2CC=C(C(=O)O)[C@H](c3cccc(Cl)c3)N2S(=O)(=O)c2ccccc2C)cc1

Record cards, as listed above:
C[C@@H](NC(=O)c1nc[nH]c1C(=O)N1CCc2ccccc2C1)c1ccccc1 reads OX1R antag-1 = -13; OX1R antag-2 = 5
CCOc1ccc(OCC(=O)OCC(=O)NNC(=O)c2ccc([N+](=O)[O-])cc2)cc1 reads OX1R antag-1 = 3; OX1R antag-2 = 57*

Later entries.
OX1R antag-1	OX1R antag-2	Molecule
-7	15	NC(CC(=O)O)c1ccc(Br)cc1 (centres undefined)
-4	6	COc1ccc(C(=O)NCc2nnc(SCC(=O)N3CCCCC3)o2)cc1
-20	14	COCCOC(=O)C1=C(C)NC(=O)NC1c1cccc2ccccc12 (centres undefined)
-7	0	O=C(Nc1cccc(NC(=O)c2cccnc2)c1)c1cccnc1
-5	13	Cc1ccc(C)c2nc3sc(C(=O)N4CCOCC4)c(N)c3cc12
-23	12	CC1(c2ccccc2)NC(=O)N(CC(=O)Nc2nc(-c3ccccn3)cs2)C1=O (centres undefined)
-14	17	O=C(CCCn1c(=S)[nH]c2ccccc2c1=O)NCCSCc1ccccc1
-31	7	CCn1cc(C(=O)N(C)c2cc(C)ccc2OC)c2cc(OC)c(OC)cc2c1=O
-26	5	CCOc1ccc(CCNC(=O)COC(=O)c2ccc(S(=O)(=O)N3CCCC3)cc2)cc1OCC
-38	13	O=C(Nc1ccccc1N1CCCCC1)c1ccc(F)c(S(=O)(=O)N2CCOCC2)c1
-23	35	Cc1ccc(C(=O)N/C(=C\c2ccc(-c3ccccc3[N+](=O)[O-])o2)C(=O)NCCCN2CCOCC2)cc1
-2	9	Cc1ccc2nsnc2c1S(=O)(=O)N(Cc1cc2cccc(C)c2[nH]c1=O)CC1CCCO1 (centres undefined)
-3	3	Cc1nc2ccc(NC(=O)N(C)c3ccccc3)cc2s1
4	6	O=C(CNC(=O)c1ccc(F)cc1)NCc1ccccn1
-3	18	Cn1c(=O)[nH]c(NCCc2ccc(O)cc2)c([N+](=O)[O-])c1=O
-7	5	CC(=O)Nc1ccc(S(=O)(=O)NC2(C(F)(F)F)C(=O)Nc3c2c(=O)[nH]c(=O)n3Cc2ccco2)cc1 (centres undefined)

5 entries from above, ordered by the number in OX1R antag-2, low to high:
| Compound | OX1R antag-2 |
| --- | --- |
| CC(=O)Nc1ccc(S(=O)(=O)NC2(C(F)(F)F)C(=O)Nc3c2c(=O)[nH]c(=O)n3Cc2ccco2)cc1 (centres undefined) | 5 |
| O=C(CNC(=O)c1ccc(F)cc1)NCc1ccccn1 | 6 |
| Cc1ccc2nsnc2c1S(=O)(=O)N(Cc1cc2cccc(C)c2[nH]c1=O)CC1CCCO1 (centres undefined) | 9 |
| O=C(Nc1ccccc1N1CCCCC1)c1ccc(F)c(S(=O)(=O)N2CCOCC2)c1 | 13 |
| Cn1c(=O)[nH]c(NCCc2ccc(O)cc2)c([N+](=O)[O-])c1=O | 18 |

Other compounds follow.
OX1R antag-1	OX1R antag-2	Molecule
-10	27	CC1CN(S(=O)(=O)c2ccc(C(=O)Nc3ccc(S(=O)(=O)N4CCOCC4)cc3)cc2)CC(C)O1 (centres undefined)
-6	22	Cc1nn(-c2cccc(Cl)c2)nc1C(=O)O
-5	10	Cn1c(=O)c2sccc2n2c(CCCC(=O)NCCc3ccccc3)nnc12
-18	25	CC(NC(=O)CSc1n[nH]c(N)n1)c1ccccc1 (centres undefined)
-10	7	CCOc1ccccc1C1NC(=O)NC(C)=C1C(=O)OC1CCCCC1 (centres undefined)
-21	54	C/C(Cn1nc([N+](=O)[O-])cc1C)=N\NC(=O)c1cccc(Br)c1
0	11	C=CC[C@@H](CC(=O)N(CCO)Cc1ccccc1)C(=O)NC[C@H](OC(=O)[C@@H](CC=C)CC(=O)OC(C)(C)C)c1ccccc1
-22	22	COc1ccc(S(=O)(=O)N2CCCCC2)cc1NC(=O)Cn1c(=O)cnc2ccccc21
